Polio RdRp inh – poliovirus RdRp elongation inhibitors, primary screen, biochemical, fluorescence polarization, total intensity | % elongation, % (compound at 16.7 µg/mL) | 150,000 compounds, 0.66% hits | poliovirus polymerase elongation; active compounds read low | AID 588519, 2011 | Genome polyprotein (Poliovirus type 1 (strain Mahoney)), P03300; in the data active = % elongation below about 90%; note: some results filed as inactive read as strong as hits
Target sequence (P03300 1749-2209 limits assumed): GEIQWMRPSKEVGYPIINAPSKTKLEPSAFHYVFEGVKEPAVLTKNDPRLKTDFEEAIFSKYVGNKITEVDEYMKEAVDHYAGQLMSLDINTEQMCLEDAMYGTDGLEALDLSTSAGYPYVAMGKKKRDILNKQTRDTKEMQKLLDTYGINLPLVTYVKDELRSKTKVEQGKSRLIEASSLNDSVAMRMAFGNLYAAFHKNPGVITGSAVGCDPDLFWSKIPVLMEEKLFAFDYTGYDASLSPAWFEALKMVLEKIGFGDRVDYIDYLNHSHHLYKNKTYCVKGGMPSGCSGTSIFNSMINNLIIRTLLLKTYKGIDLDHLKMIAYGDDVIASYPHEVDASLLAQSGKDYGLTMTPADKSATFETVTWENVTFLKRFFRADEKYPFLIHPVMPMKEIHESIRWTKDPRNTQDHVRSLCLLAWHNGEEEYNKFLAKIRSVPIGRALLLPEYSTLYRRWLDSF
Polio RdRp inh FP z-score – further read-out of Polio RdRp inh, marked with its call; z-score; measured here: FP z-score; hits read low
Numbers without * were called inactive; & = joins results of further samples. Not all compounds are listed; rates above refer to the full screens.

SMILES	Polio RdRp inh	Polio RdRp inh FP z-score
COP1(=S)C2=C(N3CCOCC3)CC(C)(C)CC2=Nc2c1c(C)nn2-c1ccccc1 (stereo unspecified)	106	0.5
Cc1oc(-c2ccc(Cl)cc2)cc1C(=O)Nc1ccccc1	98	-0.7
Cc1ccc(CN2CCSc3ccc(C(=O)Nc4cc(C)cc(C)c4)cc32)cc1	105	0.1
O=C1c2[nH]nc(-c3ccc(Br)cc3)c2C(c2cccc(O)c2)N1c1ccc(Cl)cc1 (stereo unspecified)	109	0.5
Cc1cccc(NC(=O)CSc2nc3ccc(NC(=O)COc4ccccc4C)cc3s2)c1	111	0.9
COc1ccc(CNC(=O)c2cnc3sc(N4CCCCCC4)nn3c2=O)cc1	108	0.2
CC(C)(C)OC(=O)Cn1c(=O)cnc2ccccc21	114	1.7
CCCCOC(=O)C1CCCC(C)N1 (stereo unspecified)	100	0
Cc1cccc(C)c1NC(=O)CSCC(=O)O	101	-0.3
Cc1cn2c(=O)cc(COC(=O)c3cccc(NC(=O)COc4ccc(Cl)cc4)c3)nc2s1	102	-1.1
CSc1ccc(CCNC(=O)NCc2noc3ccccc23)cc1	104	-0.2
CCN(CC)c1ncnc2c1cnn2-c1cc(Cl)ccc1C	107	0.1
C=CCN1C(=O)/C(=C\c2ccc(O)c(Br)c2)C(=O)NC1=S	100	-0.6
O=S1(=O)c2cccc3cccc(c23)N1Cc1cccc(C(F)(F)F)c1	104	0.7
CCNC(C)C(=O)Nc1ccc(C)cc1 (stereo unspecified)	103	0.4
O=S(=O)(c1cnc[nH]1)N1CCN(C(c2ccc(F)cc2)c2ccc(F)cc2)CC1	104	1.7
Cc1cc(C)c2c(CC(=O)NC3CC(C)(C)NC(C)(C)C3)coc2c1	103	0.9
CCC(Oc1ccccc1-c1nnc(-c2ccccc2)o1)C(=O)Nc1ccc(C(C)=O)cc1 (stereo unspecified)	109	0.3
CC(=O)OC(C(=O)N1CCN(C(c2ccccc2)c2ccccc2)CC1)c1ccccc1 (stereo unspecified)	103	0.5
COc1ccc(Cn2c(=O)c3oc4ccccc4c3n(CC(=O)Nc3c(C)cccc3C)c2=O)cc1	104	-0.6
CC1(C)CC(=O)NC=C(c2ccccc2)C1	104	0.4
O=C(NCc1cccc(Br)c1)C1CCCCN1S(=O)(=O)c1ccc(F)cc1 (stereo unspecified)	106	-0.1
CCOC(=O)Cc1cc(=O)c2c(=O)n(-c3ccccc3)[nH]c2[nH]1	100	-0.9
O=c1c2sc3ccccc3c2n(Cc2ccc(F)cc2Cl)c(=O)n1Cc1ccccc1	106	0.1
C=CCN1COc2c(ccc3c(C(=O)OCC)c(NC(=O)c4ccccc4)sc23)C1	105	0.3
CC1CC(=O)Nc2ccccc2N1C(=O)Cn1cnc2ccc(Br)cc2c1=O (stereo unspecified)	102	-0.4
COc1ccc(NC(C)C(=O)N/N=C/c2ccccc2OC)cc1 (stereo unspecified)	107	1.1
CSc1nc(N)nc(SCCS(=O)(=O)c2ccc(Cl)cc2)c1C#N	100	0
Cc1ccc2c(c1)C1CN(C)CCC1N2C(=O)Nc1ccc(F)cc1F (stereo unspecified)	105	0.3
CCSc1nnc(C)c(=O)[nH]1	109	0.5
O=c1[nH]c2c(s1)C(c1ccco1)C1C3CCC(C3)C1S2 (stereo unspecified)	98	-0.8
CC(NC(=O)C1CCCN1C(=O)c1cccs1)c1ccc(-n2ccnc2)cc1 (stereo unspecified)	100	-0.2
Cc1cccc(-n2c(=O)c3c(c4cc(C)ccc4n3C)n(CC(=O)Nc3ccc(C)c(C)c3)c2=O)c1	104	-0.9
O=C(CC1(O)C(=O)N(Cc2ccccc2)c2ccccc21)c1ccncc1 (stereo unspecified)	102	0.2
O=c1c2c([nH]c3ccccc13)CCCC2	97&101	-1.1&-0.3
CC(=O)N1CCOc2ccc(S(=O)(=O)NCC3CCC(C(=O)Nc4ccc(C)cc4)CC3)cc21 (stereo unspecified)	100	-1
CC(C)(Br)C(=O)Nc1nccs1	105	0.6
CCCCn1nnc(NC(=O)c2cccc(F)c2)n1	100	0
CCn1c(CN2CCN(C)CC2)nc2ccccc21	104	0.3
CC(C)(C)CC(=O)Nc1cccc(F)c1	100	0
COc1ccc(CCNC(=O)CCS(=O)(=O)c2ccc3c(c2)oc(=O)n3C)cc1OC	105	-0.7
O=C(O)c1ccc(Cn2ccc3ccccc32)o1	101	-0.2
N#Cc1c(-c2ccccc2)cc(-c2ccccc2)nc1N	109	0.7
CCN(CC(=O)Nc1ccccc1)S(=O)(=O)c1ccccc1	102	0.3
CCn1c(=S)[nH]c2c(c1=O)C1(CCCC1)Cc1ccccc1-2	103	0.3
Cc1ccc(S(=O)(=O)CC(c2ccccc2)N2CCOCC2)cc1 (stereo unspecified)	102	0.2
O=C(NCc1ccncc1)C1CCN(S(=O)(=O)c2ccccc2)CC1	103	0.9
COC(=O)C(NC=O)C(O)(C#Cc1ccccc1)C(F)(F)F (stereo unspecified)	101	0.1
COc1ccc(S(=O)(=O)N(CC(=O)N(C)Cc2ccccc2)c2ccc(Cl)cc2)cc1	107	0.6
Cc1noc(C)c1C(=O)N(c1ccccc1)C(C(=O)NC1CCCC1)c1ccc(F)cc1 (stereo unspecified)	103	0.2
Further structures follow.
SMILES	Polio RdRp inh	Polio RdRp inh FP z-score
COC(CNC(=O)c1ccc(NC2=NC3CS(=O)(=O)CC3S2)cc1)OC (stereo unspecified)	101	0
NS(=O)(=O)c1ccc(CCNC(=O)CSc2nc3ccccc3c(=O)n2C2CCCC2)cc1	102	0
CCN1C(=O)/C(=C2/Sc3ccc(OC)cc3N2C)OC1=S	99	0.1
Cc1cc2nc(CSc3ccccc3NC(=O)c3ccc4c(c3)OCO4)cc(=O)n2o1	101	-0.1
CC(C)(C)OC(=O)NCc1ccc(C(=O)O)cc1	99	-0.4
Cc1ccc(S(=O)(=O)N2CCC(CNC(=O)c3cccs3)CC2)cc1	102	0.1
O=C(CSc1ncnc2sc(-c3ccccc3)cc12)NC1CCS(=O)(=O)C1 (stereo unspecified)	106	0.4
O=C(O)c1ccc(N=NSCCO)cc1	101	-0.2
Cc1cc(C)c2c(-n3cccc3)c(C(=O)NCCCN3CCN(c4ccc(F)cc4)CC3)sc2n1	105	0.8
CC1CCCCC1NC(=O)CN(C)S(=O)(=O)c1ccc(Cl)cc1 (stereo unspecified)	103	0.2
CC(Oc1ccccc1)c1nc2ccccc2n1C (stereo unspecified)	101	-0.6
CCn1c(SCC(=O)NC(C)c2ccccc2)nnc1-c1ccccc1OC (stereo unspecified)	104	0.2
O=C(CN1C(=O)c2ccccc2C1=O)NCc1ccccc1	101	0.6
COc1ccc(/C=N/NC(=O)Cn2ccnc2C)cc1	104	0.4
CCCn1c(CCC(=O)Nc2cccc(CC)c2)nc2cccnc21	110	0.6
O=C(Cc1nc2ccccc2[nH]1)N1CCOCC1	100	-0.5
COc1ccc(-c2nsc(SCC(=O)N3CCCCC3)n2)cc1	98	-1.4
CN(Cc1nc(-c2ccccc2)no1)C(=O)NC1CCCCC1	104	0.9
O=S(=O)(Cc1ccc(Cl)cc1)C1CCCCC1O (stereo unspecified)	108	0.5
CCOC(=O)Cc1nnc(SCc2cc(=O)n3c4c(sc3n2)CCCC4)n1Cc1ccco1	101	-0.2
CCOC(=O)c1cnc2c(OC)cccc2c1N1CCC2(CC1)OCCO2	101	0
O=C(N=Nc1c(O)[nH]c2ccccc12)C(O)c1ccccc1 (stereo unspecified)	101	0
O=C(CSc1nc(-c2ccccc2)cc(=O)[nH]1)Nc1ccccc1	99&102	-0.2&0
CC1(C)CC(=O)C(C=NCC(N)=O)=C(O)C1	102	0.5
O=C(O)c1ccc2c(c1)N(Cc1ccc(Cl)cc1)CCS2	105	1.4
O=C(Nc1c(NC2CCCCC2)c2ccccc2oc1=O)c1ccco1	102	0.6
O=C(CSc1nc2ccccc2c(=O)[nH]1)NC1CCCC1	100	-0.6
CCC(C)NC(=O)Cn1c(=O)n(-c2ccc(Cl)cc2)c(=O)c2c3c(sc21)CCCC3 (stereo unspecified)	111	1.6
COc1ccc(C(=O)/C=C/c2cn(CC(O)CN(CC(C)C)CC(C)C)c3ccccc23)cc1 (stereo unspecified)	107	0.1
NC(=O)CS(=O)(=O)c1nc2ccccc2n1Cc1ccccc1	102	0.2

Quoted from the results shown for reference:
SMILES	Polio RdRp inh	Polio RdRp inh FP z-score
CC1(C)CC(=O)C(C=NCC(N)=O)=C(O)C1	102	0.5
O=C(O)c1ccc2c(c1)N(Cc1ccc(Cl)cc1)CCS2	105	1.4
O=C(Nc1c(NC2CCCCC2)c2ccccc2oc1=O)c1ccco1	102	0.6
O=C(CSc1nc2ccccc2c(=O)[nH]1)NC1CCCC1	100	-0.6
CCC(C)NC(=O)Cn1c(=O)n(-c2ccc(Cl)cc2)c(=O)c2c3c(sc21)CCCC3 (stereo unspecified)	111	1.6
COc1ccc(C(=O)/C=C/c2cn(CC(O)CN(CC(C)C)CC(C)C)c3ccccc23)cc1 (stereo unspecified)	107	0.1
NC(=O)CS(=O)(=O)c1nc2ccccc2n1Cc1ccccc1	102	0.2

Going on with the list:
SMILES	Polio RdRp inh	Polio RdRp inh FP z-score
Cc1ccc(CNC(=O)CCn2c(=O)c3cccn3c3cccnc32)cc1	101	-0.4
COc1ccc(N=C2NC(=O)C(CC(=O)Nc3ccc(OC)cc3)S2)cc1 (stereo unspecified)	101	0
Nc1c(S(=O)(=O)c2ccccc2)sc2nc(-c3cccs3)cc(C(F)(F)F)c12	111	1.2
O=C1NC(c2ccccc2Cl)Nc2sc3c(c21)CCCC3 (stereo unspecified)	103	0.3
O=C1c2ccccc2-c2onc3c(Cl)ccc1c23	100	-0.1
Cc1ccccc1CN1C(=O)/C(=C\c2ccc(C(=O)NCc3ccco3)cc2)Sc2ccccc21	104	1.3
Cc1nc2nc(CNC(=O)OC(C)(C)C)nn2c(C)c1CCC(=O)NCc1ccc(F)cc1	110	0.7
Cc1ccc(SC(C)C(=O)N2CCC(C(N)=O)CC2)cc1 (stereo unspecified)	109	0.8
O=C(Nc1ccc2c(c1)OCO2)c1cccs1	106	0.4
O=C(OCC1COc2ccccc2O1)c1cc(F)c(F)c(F)c1F (stereo unspecified)	100	-0.2

Reprinted from the part before: 5 compounds; new compounds follow.
SMILES	Polio RdRp inh	Polio RdRp inh FP z-score
Cc1ccccc1CN1C(=O)/C(=C\c2ccc(C(=O)NCc3ccco3)cc2)Sc2ccccc21	104	1.3
Cc1nc2nc(CNC(=O)OC(C)(C)C)nn2c(C)c1CCC(=O)NCc1ccc(F)cc1	110	0.7
Cc1ccc(SC(C)C(=O)N2CCC(C(N)=O)CC2)cc1 (stereo unspecified)	109	0.8
O=C(Nc1ccc2c(c1)OCO2)c1cccs1	106	0.4
O=C(OCC1COc2ccccc2O1)c1cc(F)c(F)c(F)c1F (stereo unspecified)	100	-0.2
Cc1cccc(-n2c(C)cc(C(=O)C(=O)Nc3nncs3)c2C)c1	119	0.7
CCN1CCN(Cc2c(O)ccc3c(C)c(-c4ccccc4)c(=O)oc23)CC1	108	0.2
COc1cc(NC(=O)CCc2c(C)nc3cc(-c4ccccc4)nn3c2C)cc(OC)c1OC	106	0.2
COc1cc(OC)cc(-n2c(=O)c3ccccc3n(CC(=O)NCCc3ccc(OC)c(OC)c3)c2=O)c1	108	0.8
O=C1/C(=C\c2ccccc2O)SC(=Nc2ccccc2)N1Cc1ccccc1	100	-0.1
N#Cc1c(-c2ccc(Cl)cc2)[nH]c(SCc2ccccc2)nc1=S	105	0.1
O=C(NCCO)c1cc2c(s1)CCC2	102	0.3
CCCCOn1c(C)c(C(=O)OCC)c2c3no[n+]([O-])c3ccc21	102	0.1
S=c1[nH]c(=S)c2cnc(N3CCN(c4ccccc4)CC3)nc2[nH]1	105	0.6
Cc1cccc(NC(=O)CCS(=O)(=O)c2ccc3c(c2)n(C)c(=O)c(=O)n3C)c1C	104	-0.4
COc1ccc(CN(C)C(C)C(=O)Nc2ccc3c(c2)OCCO3)c(OC)c1 (stereo unspecified)	103	0
CCOc1ccc(OCc2ccc(C(=O)NC(C)C)o2)cc1	101	-0.1
COc1ccccc1NC(=O)C1=C(C)Nc2c(C(=O)Nc3cccc(C)c3)cnn2C1c1ccccc1C (stereo unspecified)	104	0
C[C@H](NS(=O)(=O)c1cccc2nsnc12)C(=O)Nc1ccc2c(c1)CCC2	101	-0.1
COc1cc(C(=O)N2CCc3c([nH]c4ccccc34)C2c2ccc(F)cc2)cc(OC)c1OC (stereo unspecified)	112	1.2
Cc1ccc(-c2cc(C(F)(F)F)c(C#N)c(SCC(=O)O)n2)cc1	105	0.1
CCOc1ccc(NC(=O)CCNS(=O)(=O)c2cccc3nsnc23)cc1	108	1
COc1ccc(C2OC(=O)CC2C(=O)NCc2ccc(Cl)cc2)cc1OC (stereo unspecified)	104	1.1
COc1ccc(C2CCCN2C(=O)Nc2ccc(C)c(C)c2)cc1OC (stereo unspecified)	100	-0.2
O=C(C1CCN(S(=O)(=O)Cc2ccccc2)CC1)N1CCN(c2cccc(Cl)c2)CC1	109	0.5
COc1ccccc1C1C2=C(CC(C)(C)CC2=O)Nc2nc3ccccc3n21 (stereo unspecified)	103	1
Cc1cccc(C)c1NC(=O)NCCCN1CCN(c2ccccc2)CC1	105	-0.8
COC(=O)/C=C1\SC(C)C(=O)N1CC(=O)Nc1ccccc1C(F)(F)F (stereo unspecified)	106	0.4
O=C(CSCc1ccccc1)NC1CC2CCC1C2 (stereo unspecified)	100	0
O=c1[nH]snc1N1CCCCC1	64*	-13*
Cc1ccc(CNC(=O)c2c(C)oc3ncnc(N4CCOCC4)c23)cc1	103	-0.6
CN1CCC(OC(=O)c2cc3cc(Br)ccc3oc2=O)CC1	109	0.5

Bioassay records: PubChem BioAssay, ICCB-Longwood Screening Facility, Harvard Medical School
